Bioassay records (PubChem)
CaV13 ICDI inh – Disruptors of the CACNA1D IQ motif to Ca2+-dependent inactivation inhibitor domain association, primary screening, Förster resonance energy transfer in intact living … | inhibition, % at 12.3 µM | HEK cells, CFP/YFP FRET ICDI-IQ, plate reader, 10 min; percent FRET-ratio fall versus neutral wells | AID 743397 | 340,000 tested, 0.098% active;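 active = mean replicate inhibition of at least 30% and at least 1% of replicates passing that level; inconclusive = only one of the two criteria is met; inactive = neither criterion is met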;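 also: 0% = median of the neutral control wells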
MC4R antag cAMP – antagonists of human melanocortin 4 receptor (MC4R). P32245. MC4R-expressing cells, MTII-stimulated cAMP, LANCE TR-FRET. inhibition, % at 6.5 µM. 360,000 tested, 0.48% active. AID 540295;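 active = inhibition above its plate's cutoff, the mean of tested wells on that plate plus 3 SD, cut at about 29% in these data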;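 also: 0% = Melanotan II alone and 100% = Melanotan II plus saturating MCL0020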
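Material: U2OS-MC4R stable cell line | Reagent: Melanotan II challenge after compound preincubation | Doses: One concentration, 6.5 µM nominal | Incubation: 30-min compound preincubation, 1-h Melanotan II challenge, 1-h detection, room temperature | Signal: TR-FRET cAMP assay | Replicates: One well per compound, no replicates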
PDI turbidity – inhibitors of human protein disulfide isomerase; PDI insulin aggregation turbidity, A650, 90 min; inhibition, % at 10 µM; 350,000 tested, 0.052% active; AID 588391;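 active = mean inhibition across replicates of 30% or more, whatever share of single replicates reach that level; inconclusive = mean inhibition below 30% while every single replicate reaches 30%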;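 also: absorbance from insulin aggregation driven by PDI reduction with DTT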
Target sequence (P07237 whole entry, looked up): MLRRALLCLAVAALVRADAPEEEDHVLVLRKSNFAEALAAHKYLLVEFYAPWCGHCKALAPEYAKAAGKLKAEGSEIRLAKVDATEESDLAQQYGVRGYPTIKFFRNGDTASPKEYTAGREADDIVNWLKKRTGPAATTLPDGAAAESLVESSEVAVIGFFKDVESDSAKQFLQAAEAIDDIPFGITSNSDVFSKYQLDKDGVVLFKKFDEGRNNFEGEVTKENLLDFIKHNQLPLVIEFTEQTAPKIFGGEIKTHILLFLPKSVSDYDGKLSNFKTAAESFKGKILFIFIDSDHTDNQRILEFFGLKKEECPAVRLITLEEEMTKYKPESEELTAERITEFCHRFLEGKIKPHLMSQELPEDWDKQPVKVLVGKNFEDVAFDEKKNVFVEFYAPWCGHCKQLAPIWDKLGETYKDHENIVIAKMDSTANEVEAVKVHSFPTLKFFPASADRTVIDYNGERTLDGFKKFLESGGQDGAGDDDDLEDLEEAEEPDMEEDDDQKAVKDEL
Vif imaging – blocks HIV Vif function. 340,000 tested, 0.35% active. inhibition, % at 7.49 µM. HEK293T cells, Vif self-association by quenched fluorescence, imaging, 24 h. AID 602346; in the data active = inhibition above about 50%, passing the limit was not always enough; inconclusive = no clear call, values can overlap the other calls; inactive = below about 31%; also: some results filed as inactive read as strong as hits
HTR2A ag – mouse HTR2A agonism via beta-arrestin recruitment; P35363; CHO-K1 mHTR2A beta-arrestin complementation, luminescence; percent of 30 µM serotonin response; activation, % at 7.6 µM; 360,000 tested, 0.66% active;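 active = activation above a run cutoff, the mean activation of all tested compounds plus 3 SD, cut at about 14% in these data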;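 also: 0% = plate median of compound wells and 100% = 30 µM serotonin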
Target sequence (P35363 whole entry, looked up): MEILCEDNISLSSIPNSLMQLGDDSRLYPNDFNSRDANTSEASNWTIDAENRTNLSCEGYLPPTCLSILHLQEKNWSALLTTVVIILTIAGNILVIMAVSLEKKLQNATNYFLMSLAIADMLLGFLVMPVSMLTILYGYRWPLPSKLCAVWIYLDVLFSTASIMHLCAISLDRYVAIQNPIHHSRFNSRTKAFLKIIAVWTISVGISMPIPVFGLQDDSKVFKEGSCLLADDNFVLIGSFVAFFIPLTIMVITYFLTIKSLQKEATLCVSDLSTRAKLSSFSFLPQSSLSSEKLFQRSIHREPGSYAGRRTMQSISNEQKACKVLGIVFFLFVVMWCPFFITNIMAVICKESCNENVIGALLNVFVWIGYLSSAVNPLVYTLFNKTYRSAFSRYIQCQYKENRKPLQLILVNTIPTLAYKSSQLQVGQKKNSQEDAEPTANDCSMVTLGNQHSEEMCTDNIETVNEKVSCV
aDG glyco up – alpha-DG glycosylation activation; Pro5-aDG cells, alpha-DG glycosylation AlphaScreen (IIH6); 0% Pro5, 100% B10-LARGE cell signal; activation, % at 10 µM; 360,000 tested, 0.22% active;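 active = activation of at least 8% versus controls, or a plate z-score of at least 8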;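 also: Pro5 are CHO cells carrying HIG-tagged alpha-DG that lacks glycosylation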
ABCB6 inh 2 – blocks the human ABCB6 transporter. K562-ABCB6 porphyrin accumulation, flow cytometry, 1 h; hits give low values. 360,000 tested, 0.19% active. Q9NP58. fluorescence ratio to DMSO, % at 10 µM;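 active = fluorescence ratio to DMSO below 75%, the collection mean minus 3 SD; inconclusive = too few cells collected in the well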;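 also: signal is porphyrin accumulated inside mitochondria; 100% equals median channel fluorescence of DMSO control wells; lower ratio means ABCB6 inhibition with less porphyrin fluorescence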
Cardio protect – myocardial damage modulation in H9c2 cells | H9c2 cardiomyocytes, H2O2 injury protection, ATPLite, 2 h | protection from H2O2 cell death, % at 20 µM | 360,000 tested, 0.63% active | AID 588492;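 active = compounds giving at least 50% protection of heart cells from peroxide-induced death in the single-dose screen, raw or plate-pattern-corrected value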;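 also: 0% = DMSO wells with peroxide and 100% = DMSO wells without peroxide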
Glyco luc inh – N-linked glycosylation inhibition | 360,000 tested, 0.23% active | reporter increase, % at 12.5 µM | AID 588692 | D54 ERlucT glycosylation luciferase reporter, 24 h; percent of 100 nM tunicamycin response;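 active = mean luciferase reporter signal, scaled so untreated is 0 and the glycosylation-blocking control 100, at or above a set limit in every replicate; inconclusive = mean reaches the limit but not every replicate does; inactive = mean below the limit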;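 also: luciferase carries N-glycosylation sites so blocking glycosylation raises the light; 0% = median of neutral control wells and 100% = median of 100 nM tunicamycin wells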
MC4R ag barr – agonists of human melanocortin 4 receptor (MC4R) beta-arrestin; 360,000 tested, 0.98% active; AID 540308; U2OS MC4R beta-arrestin complementation, luminescence; percent of melanotan II response, DMSO zero; P32245; activation, % at 8.9 µM;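 active = activation above a per-plate cutoff, the mean activation of sample wells on that plate plus 3 SD, cut at about 8% in these data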
An asterisk follows results filed as active; ? = inconclusive; nt = not tested or not shown; & = joins results of further samples.

SMILES	CaV13 ICDI inh	MC4R antag cAMP	PDI turbidity	Vif imaging	HTR2A ag	aDG glyco up	ABCB6 inh 2	Cardio protect	Glyco luc inh	MC4R ag barr
CC(C(=O)N1CCc2ccccc21)N1CCN(S(=O)(=O)c2cccs2)CC1 (stereo not drawn)	-5.2	5.8	-4.8	13.3	-4.3	0.3	95.0	-4.9	-1.6	3.0
COc1ccc(C2NC(c3ccc(OC)cc3)C([N+](=O)[O-])C(C)(C)C2[N+](=O)[O-])cc1 (stereo not drawn)	2.4	-6.8	-4.0	1.0	8.5	0.0	96.0	1.8	1.7	-4.7
C=CC[C@H](CC(=O)NCCO)C(=O)N[C@@H](COC(=O)[C@@H](CC=C)Cc1ccc(F)cc1)Cc1ccccc1	-10.2	5.8	0.3	-1.5	-1.2	0.2	97.0	4.3	2.5	-0.9
CN1CCN(C(c2ccc(F)cc2)c2ccc3cccnc3c2O)CC1 (stereo not drawn)	nt	17.8	7.2	0.6	4.2	-0.3	101.0	18.3	-0.3	-2.5
c1ccc(OCc2nn3c(-c4ccncc4)nnc3s2)cc1	-4.8	3.1	0.0	0.5	-4.0	0.2	103.0	9.5	-5.0	-1.5
CC(=O)n1nc(-c2cccc(C)c2)nc1SCC(=O)Nc1ccccc1	-3.0	-2.8	12.8	nt	-0.7	0.0	99.0	0.6	-1.1	0.2
C=CCn1c(-c2ccccc2)nc2nc3ccccc3nc21	nt	-3.2	10.7	-5.5	0.7	0.8	94.0	4.4	4.5	-1.6
COC(=O)C1CCN(C(=O)c2ccccc2NC(C)=O)CC1	-4.7	0.5	-1.6	11.5	0.6	-0.1	96.0	-1.6	2.7	-0.3
CC(Sc1ncccn1)C(=O)NC1(C#N)CCCCC1 (stereo not drawn)	-19.0	7.1	1.6	6.2	7.9	-0.1	96.0	2.4	0.3	-0.6
CCN(C(=O)CSc1nc2ccccc2o1)C1CCS(=O)(=O)C1 (stereo not drawn)	-14.1	-0.3	11.3	-14.5	2.9	0.1	99.0	-0.7	1.0	-2.3
CCOC(=O)CSc1nc2c(sc3ccc([N+](=O)[O-])cc32)c(=O)n1Cc1ccco1	-3.2	3.5	-12.9	-3.5	5.0	0.0	86.0	6.0	-1.6	-0.2
O=C1NC(c2ccccc2)Cc2ccncc21 (stereo not drawn)	-9.5	2.1	0.3	-13.9	0.1	0.3	96.0	0.7	-0.5	-2.4
CC1(c2nnc(-c3ccccc3)o2)CC(c2ccncc2)=NO1 (stereo not drawn)	-10.4	0.0	-9.3	-5.2	6.6	-0.2	93.0	6.2	2.1	-1.0
COc1ccc(N2CC(C(=O)Nc3ccc(F)cc3F)CC2=O)cc1 (stereo not drawn)	-5.8	0.0	6.5	3.7	-0.5	-0.5	93.0	2.0	0.1	-1.4
COc1cc2[nH]c(=O)n(CCCCCC(=O)N3CCN(c4ccccc4)CC3)c(=O)c2cc1OC	-4.8	3.2	-0.4	-14.7	-3.5	-0.3	96.0	21.5	-1.1	-0.2
C[C@H]1C(=O)N(C)CCN1C(=O)c1cccc(OC2CCN(CC(C)(C)C)CC2)c1	-3.7	3.7	-4.6	-0.3	3.3	0.0	100.0	2.2	-1.4	2.5
O=C(c1ccccc1-c1nc(-c2ccccc2)no1)N1CCCC1	-5.3	7.0	5.3	7.1	0.1	0.1	97.0	2.9	-0.9	1.4
CN1CCN(C(=O)/C(C#N)=C/c2ccc(F)cc2)CC1	-1.6	-5.2	0.2	15.1	8.7	0.1	104.0	6.8	3.8	1.5
O=C(c1c[nH]c2ccc(F)cc2c1=O)N1CCCCCC1	-8.3	9.5	-3.4	-0.6	0.3	-0.1	101.0	1.5	1.2	-0.3
O=C(NCc1ccncc1)c1cncc(Br)c1	-5.6	1.9	15.8	-11.5	5.2	0.0	96.0	7.5	-0.4	-1.8
CC(C)CC1Nc2ncnc(N3CCN(c4ccccn4)CC3)c2N(Cc2ccc(Cl)cc2)C1=O (stereo not drawn)	-5.5&-3.6	9.1	1.3	-10.9	-15.9&-4.1	-0.2&-0.1	96.0&98.0	0.7&-2.6	-3.0&-3.6	-2.0
Cc1ccc(S(=O)(=O)N2CCC(NC(=O)c3cccc(F)c3)CC2)cc1	-20.7	1.2	-3.6	-3.8	-3.8	0.1	99.0	-0.5	3.4	2.6
Cc1ccc(-n2[nH]c(C)c(C=Nc3ccc(C)cn3)c2=O)cc1	-6.8	4.5	-1.3	-2.0	0.1	0.1	99.0	-4.7	1.1	1.6
COc1ccc(C(=S)N2CCC(C(N)=O)CC2)cc1Br	8.2	13.8	2.9	1.9	-1.6	-0.2	96.0	2.4	1.5	-1.4
NC(=O)C1CCN(c2ccc([N+](=O)[O-])cc2Cl)CC1	-1.5	-8.1	6.5	7.3	0.5	-0.1	93.0	-3.4	0.8	-2.0
SMILES	CaV13 ICDI inh	MC4R antag cAMP	PDI turbidity	Vif imaging	HTR2A ag	aDG glyco up	ABCB6 inh 2	Cardio protect	Glyco luc inh	MC4R ag barr
CC(C)C[C@@H](CN1CCC[C@H]1CN1C(=O)C(=O)NC[C@@H]1Cc1ccc(O)cc1)N1C[C@H](Cc2ccc(O)cc2)N(CCc2ccccc2)C(=O)C1=O	-3.5	nt	nt	nt	3.3	-0.2	153.0	nt	nt	nt
Cc1cc2ccccc2n1CCNCc1c(C(=O)N2CCOCC2)nc2ccccn12	-15.4	-3.2	-6.4	-1.0	-3.6	0.0	95.0	0.0	-1.9	-1.6
Cc1ccc(CC(=O)Nc2nccs2)cc1	-4.9	8.7	4.3	0.0	-5.8	0.1	97.0	2.1	1.2	-0.8
COC(=O)c1[nH]c2c(c1C)C(=O)CC(c1ccc(C)cc1)C2 (stereo not drawn)	nt	-12.4	0.7	11.5	-0.1	0.4	90.0	-3.1	0.6	4.0
NS(=O)(=O)c1ccc(N2N=C(c3ccccc3)CC2c2cccc(F)c2)cc1 (stereo not drawn)	-4.7	18.2	-3.3	?	-5.1	1.1	99.0	0.5	-7.0	7.9
COc1cc(OC)c2ccc(=O)oc2c1C(CCN1CCCC(C)C1)c1ccc2c(c1)OCO2 (stereo not drawn)	-4.4	-5.9	-0.9	-3.5	-7.9	0.0	91.0	16.9	0.0	0.2
COc1cccc(/C=N/N2C(=O)CSC2=S)c1O	-4.9	-7.7	4.8	2.6	2.6	-0.1	97.0	7.6	0.5	-2.1
O=C(CCCN1C(=O)C(=Cc2ccc3c(c2)OCO3)SC1=S)Nc1ccc(C(=O)O)c(O)c1	-6.8	10.4	-1.7	nt	-2.9	-0.3	103.0	-10.5	1.7	-0.2
Cn1c(CN2CCOCC2)nnc1SCC(N)=O	nt	-55.3	-9.4	nt	-3.8	-0.1	83.0	5.8	1.1	-2.9
C=C(C)CN(CC)C(=O)CN1C(=O)NC2(CCCc3ccccc32)C1=O (stereo not drawn)	-2.6	1.4	-1.6	3.0	-0.7	2.4	100.0	-1.8	2.2	-1.8
CC1(C)CC(=O)C=C(Nc2cccc(Cl)c2Cl)C1	-4.5	8.6	0.8	6.7	-1.6	0.1	94.0	-3.2	0.2	-0.6
CSc1ccccc1C(=O)Nc1nccs1	-4.3	2.5	-2.4	5.2	-2.4	-0.1	95.0	-2.3	1.7	-1.0
O=C(Nc1cccc2cccnc12)c1ccccc1Br	-4.3	3.5	0.7	-24.8	-3.0	-0.1	100.0	-0.2	0.6	0.4
CCOC(=O)c1cnc2ncnn2c1N	3.5	-3.5	-1.4	-1.1	2.8	-0.1	99.0	2.1	1.2	-4.1
CCCCNC(=O)CNC(=O)c1nn(-c2ccc(OC)cc2OC)c(=O)c2ccccc12	-20.7	-0.3	10.4	-4.8	5.3	0.0	101.0	-3.2	-0.6	-1.2
COC(=O)CCc1cccc(CCC(=O)OC)c1	-11.1	6.5	-2.3	-1.6	4.1	-0.2	98.0	6.6	0.3	-0.5
CCOC(=O)C1(CC2CC2)CCN(C(=O)c2cccnc2C)CC1	-2.1	15.2	0.3	-6.7	1.9	0.1	98.0	4.7	1.7	-0.3
CC(C)N(C(=O)[C@H]1C[C@H](CC(=O)NCC23CC4CC(CC(C4)C2)C3)C(=O)N2CCc3c([nH]c4cc(CCC(=O)N(C)C)ccc34)[C@]12C)C(C)C	-5.7	7.1	7.4	-10.5	0.5	0.0	94.0	-8.1	-0.3	-0.5
COC(=O)c1ccccc1NC(=O)c1c(O)c2c([nH]c1=O)CCCC2	-4.8	0.2	-15.5	4.1	0.5	-0.2	98.0	-11.6	2.5	1.4
Cn1c(SCC(=O)N2CCN(c3ccccc3)CC2)nnc1-c1c[nH]c2ccccc12	-10.5	-2.8	nt	-18.9	2.8	-0.2	93.0	-2.9	-3.0	0.4
O=C(CN1CCc2ccccc2C1)Nc1ccccc1C(=O)NC1CC1	-2.4	-2.5	-4.8	-6.7	-2.6	-0.7	90.0	-2.6	-2.7	-1.1
O=C(COC(=O)c1cncc(Br)c1)NCc1cccs1	-5.6	-1.1	-0.2	-2.1	-0.9	0.3	85.0	4.9	2.1	-1.5
COc1ccc(NC(=O)c2cc(-c3ccc(F)cc3C)n[nH]2)cc1OC	-4.8	-6.0	-9.0	-0.2	-6.7	-0.2	97.0	-1.3	2.8	-1.3
CCOC(=O)Cn1cnc2scc(-c3ccc(C)c(C)c3)c2c1=O	-1.5	1.8	-1.2	-0.6	-3.1	-0.1	94.0	14.8	-0.1	-1.1
S=c1[nH]nc(-c2ccccc2)n1/N=C/C=C/c1ccco1	-14.7	5.0	20.8	8.3	-2.7	0.0	94.0	5.5	-0.9	-0.8
O=C(CCc1ccncc1)N1CCCC(Nc2ccc(F)c(F)c2)C1 (stereo not drawn)	-5.4	1.5	7.0	-1.5	-3.0	0.1	100.0	2.9	-2.0	-1.3
COc1cccc(OCc2cc(C(=O)NCC3CCCCC3)no2)c1	-3.5	20.8	-2.4	-10.8	-6.1	0.0	98.0	-3.7	2.3	-0.9
S=C(/N=c1/sccn1Cc1ccccc1)NC1CC1	-3.8	2.1	1.3	-5.8	0.5	0.1	101.0	-5.1	0.7	-1.1
Nc1nc(SCC(=O)NC2CCCCC2)n[nH]1	nt	0.7	1.3	3.6	-2.9	-0.2	100.0	-0.6	0.7	-4.1
COc1ccc(CC(=O)Nc2ccccc2-c2ccccc2)cc1OC	-1.3	10.1	2.2	-1.0	2.0	0.4	93.0	-8.6	-1.7	-1.6

Full records, quoted from the list. Values in the order: CaV13 ICDI inh, MC4R antag cAMP, PDI turbidity, Vif imaging, HTR2A ag, aDG glyco up, ABCB6 inh 2, Cardio protect, Glyco luc inh, MC4R ag barr
`COc1ccc(CC(=O)Nc2ccccc2-c2ccccc2)cc1OC` is listed with -1.3, 10.1, 2.2, -1.0, 2.0, 0.4, 93.0, -8.6, -1.7, -1.6
`O=C(Nc1cccc2cccnc12)c1ccccc1Br` is listed with -4.3, 3.5, 0.7, -24.8, -3.0, -0.1, 100.0, -0.2, 0.6, 0.4
